PGC1a acetyl inh = inhibitors of PGC1a acetylation signal, primary screen, cell-based, U2OS, AlphaScreen, inhibitor mode; AlphaScreen anti-acetyl-lysine; with virally co-expressed GCN5 acetyltransferase; inhibition, % at 15.6 µM; 350,000 tested, 0.17% active;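 active = every replicate shows inhibition of at least 40%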;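 note: 0% = neutral control wells and 100% = positive control wells; some results beyond the cut were filed as inactive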
LGR2 inh = inhibitors of bursicon-induced LGR2 CRE-luciferase signal, primary screen, cell-based, HEK293, CRE-luciferase reporter, bursicon stimulation; 380,000 tested, 0.35% active; AID 720647, 2013; inhibition, % at 9.99 µM; Drosophila bursicon receptor LGR2 (rickets); bursicon-stimulated, 4 h;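 active = drop in luminescence signal, shown as inhibition above about 50% in the replicate tests, limit read from the data, passing the limit was not always enough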;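 note: agonist challenge used bursicon conditioned medium at about half maximal strength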
FN deposition inh = inhibitors of fibronectin matrix deposition, primary screen, AH1F cells, Alexa488-fibronectin fluorescence, plate reader | inhibition, % at 12.6 µM | 350,000 tested, 0.086% active | AH1F fibroblasts, overnight;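 active = mean inhibition across replicates of 30% or more, regardless of how many single replicates reach that level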;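 note: positive control wells lacked labelled fibronectin entirely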
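Material: AH1F fibroblast monolayer depositing Alexa488-labelled fibronectin into matrix | Input: 10000 AH1F cells/well | Medium: DMEM plus 2% serum, read in PBS | Reagent: Alexa488-fibronectin, 24 nM final in well | Compound dosing: One dose per compound, pinned | Schedule: 1 h adhesion, overnight exposure | Measured by: Fluorescence at 485 nm excitation, 525 nm emission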
S100A4 inh HTS = inhibitors of S100A4-myosin IIA peptide binding, primary screen, biochemical, fluorescence polarization, TAMRA-MyoIIA peptide | inhibition, % at 10.7 µM | 360,000 tested, 0.14% active | AID 652163, 2013 | Protein S100-A4 (Homo sapiens), P26447;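 active = mean inhibition of at least 70% across replicates, with every replicate also reaching that level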
Target sequence (P26447 whole entry, looked up): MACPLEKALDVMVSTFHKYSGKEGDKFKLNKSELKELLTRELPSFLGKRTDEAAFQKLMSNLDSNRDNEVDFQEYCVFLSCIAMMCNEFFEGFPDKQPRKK
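Material: human S100A4 monomer with TAMRA-labelled myosin IIA peptide; buffer or medium: HEPES pH 7.2 with CaCl2, KCl, NaCl, DTT, Triton; compound dosing: one concentration per compound; schedule: 5 min incubation before reading; benchmarks: neutral control DMSO, positive control TFP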
EWS-Fli inh = EWS/Fli-driven NR0B1 reporter inhibitors, primary screen, A673 cells, NR0B1 luciferase, luminescence, MLPCN library; viability-normalised; AID 651661, 2012; 350,000 tested, 0.67% active; inhibition, % at 12.6 µM;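 active = mean inhibition of at least 50% after viability correction, with every replicate also passing that limit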;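 note: firefly luciferase signal divided by Alamar Blue viability fluorescence both relative to DMSO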
ERAP1 HTS inh = human ERAP1 aminopeptidase inhibitors, primary screen, biochemical, single point, plate reader; 340,000 tested, 0.15% active; recombinant ERAP1, Leu-AMC fluorescence, 60 min; inhibition, % at 10.7 µM;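 active = mean replicate inhibition of at least 30%, or all replicates individually reaching that 30% level; inactive = mean below 30% and not every replicate reaching it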;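 note: 0% = neutral control wells and 100% = L-leucinethiol positive control wells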
Target sequence (Q9NZ08 whole entry, looked up): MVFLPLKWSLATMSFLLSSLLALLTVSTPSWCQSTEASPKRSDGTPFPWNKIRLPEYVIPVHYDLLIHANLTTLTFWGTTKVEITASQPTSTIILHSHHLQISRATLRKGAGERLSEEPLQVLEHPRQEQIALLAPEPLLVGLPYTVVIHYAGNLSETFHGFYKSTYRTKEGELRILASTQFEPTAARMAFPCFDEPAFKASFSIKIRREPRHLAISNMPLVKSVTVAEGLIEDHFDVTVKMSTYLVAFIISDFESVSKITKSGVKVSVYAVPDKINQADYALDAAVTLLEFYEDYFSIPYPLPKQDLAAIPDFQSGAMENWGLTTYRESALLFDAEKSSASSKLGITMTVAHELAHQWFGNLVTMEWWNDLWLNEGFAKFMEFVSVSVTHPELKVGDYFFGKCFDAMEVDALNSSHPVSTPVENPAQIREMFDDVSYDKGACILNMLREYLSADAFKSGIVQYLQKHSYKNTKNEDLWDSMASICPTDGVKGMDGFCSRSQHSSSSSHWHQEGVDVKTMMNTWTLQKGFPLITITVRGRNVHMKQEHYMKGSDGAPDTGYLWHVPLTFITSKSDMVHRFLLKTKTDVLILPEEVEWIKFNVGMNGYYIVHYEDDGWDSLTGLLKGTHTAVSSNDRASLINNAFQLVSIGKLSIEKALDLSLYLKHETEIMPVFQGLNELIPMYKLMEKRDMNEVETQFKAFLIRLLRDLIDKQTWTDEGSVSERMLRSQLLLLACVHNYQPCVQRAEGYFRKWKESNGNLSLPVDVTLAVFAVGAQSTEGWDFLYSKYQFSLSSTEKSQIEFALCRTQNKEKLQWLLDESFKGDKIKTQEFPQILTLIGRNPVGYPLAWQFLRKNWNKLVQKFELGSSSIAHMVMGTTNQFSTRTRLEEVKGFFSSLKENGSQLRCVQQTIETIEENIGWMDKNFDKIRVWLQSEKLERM
PAX8 inh HTS = inhibitors of PAX8-driven TPO luciferase reporter, primary screen, RMG-I cells, single concentration | 360,000 tested, 1.2% active | SteadyGlo, 24 h | inhibition, % at 12.6 µM;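 active = mean replicate inhibition at least 60% with every replicate also reaching 60%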;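 note: luciferase light reporting Pax8 driven TPO promoter activity; plate controls were median of neutral control wells for no effect and mitoxantrone controls for full effect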
PglD DTNB = C. jejuni PglD acetyltransferase inhibitors, primary screen, biochemical, DTNB colorimetric, single point | UDP-N-acetylbacillosamine N-acetyltransferase PglD (Campylobacter jejuni) | purified PglD enzyme, DTNB colorimetric CoA detection | inhibition, % at 12.5 µM | 360,000 tested, 0.098% active | AID 602405, 2012; in the data active = inhibition above about 16%, passing the limit was not always enough; note: strong numbers were not always called active
An asterisk follows results filed as active; . = not tested or not shown; & = joins results of further samples. Not a hit list; overall some 2.1% were active at least once.

Second line of a record: PGC1a acetyl inh	LGR2 inh	FN deposition inh	S100A4 inh HTS	EWS-Fli inh	ERAP1 HTS inh	PAX8 inh HTS	PglD DTNB
CCOc1ccc(N/C(SCc2cccc([N+](=O)[O-])c2)=C(/C#N)C(N)=O)cc1
→ -33.7	27.8	-5.2	-7.2	-4.3	0.6	-9.5	.
COc1ccc(CCNC(=O)C(=O)NCC2CCCN2S(=O)(=O)c2cc(C)ccc2C)cc1 (stereo unspecified)
→ 10.1	1.3	9.9	1.1	7.1	1.2	33.4	-2.0
CCCNC(=O)N[C@@H]1CC[C@H](CCn2cc(-c3cccc(F)c3)nn2)O[C@H]1CO
→ 1.4	23.5	15.9	.	-5.5	.	-0.1	4.7
CCOC(=O)c1c(NC(=O)c2nc3n(n2)C(C(F)F)CC(C)N3)sc2c1CCCC2 (stereo unspecified)
→ .	-15.1	.	-1.5	4.3	8.1	.	.
N#Cc1c(-c2ccccc2)cc(-c2ccc(O)cc2)nc1N
→ .	4.1	9.5	-0.4	24.1	-1.9	-1.3	-5.6
O=[N+]([O-])c1ccc(N=Nc2c(O)[nH]c3ccc(F)cc23)cc1
→ -3.5	-76.8	10.0	5.5	-92.3	-0.9	-102.5	0.3
CN1CCN(CCC=C2c3ccccc3Sc3ccc(S(=O)(=O)N(C)C)cc32)CC1
→ .	9.3	-4.8	6.6	15.6	2.4	8.3	-1.1
CC1Cc2cccc3c(O)c(C(=O)c4nn[nH]n4)c(=O)n1c23 (stereo unspecified)
→ .	-0.8	1.7	-0.9	1.9	-1.1	-3.3	.
CCC(=O)N(Cc1ccc(C)cc1)Cc1cc2cc3c(cc2[nH]c1=O)OCO3
→ -1.9	-4.7	.	-14.5	-7.0	0.9	.	6.0
O=C(NNC(=O)C1CC1)c1cccc([N+](=O)[O-])c1
→ .	11.4	.	-0.7	.	-0.3	7.2	-6.5
COc1ccc(NC(=O)Nc2ccc3c(c2)C(=O)N([C@H](C)CO)C[C@H](C)[C@@H](CN(C)S(=O)(=O)c2ccc(OC)cc2)OCCCC[C@H](C)O3)cc1
→ -20.5	2.8	0.3	.	-0.2	.	-2.1	1.7
CC(OC(=O)c1ccccc1O)C(=O)Nc1ccc(Cl)cn1 (stereo unspecified)
→ 8.5	-17.8	-0.4	-1.2	8.5	-1.0	1.9	.
C[C@@H]1CN([C@@H](C)CO)C(=O)Cc2cc(NC(=O)CCN3CCOCC3)ccc2O[C@@H]1CN(C)C(=O)Nc1ccc(C(F)(F)F)cc1
→ 2.4	-11.7	11.9	-33.3	10.5	0.6	.	0.7
COc1ccc(NC(=O)C(c2ccccn2)N(C(C)=O)c2ccc(C)cc2)cc1 (stereo unspecified)
→ -6.8	-30.5	8.5	.	.	.	23.4	4.3
Cn1nc(-c2ccccc2)cc1NC(=O)Nc1ccc(F)cc1
→ 1.8	-11.4	2.4	-7.6	-12.9	5.6	5.1	.
CC(C)(O)C#Cc1cccc(-c2nc(C(=O)NCCCN3CCOCC3)cc3c2[C@@H](CCO)N(S(=O)C(C)(C)C)C3)c1 (stereo partly specified)
→ 37.8	18.8	-20.4	-10.4	-4.5	-2.2	-18.8	3.0
C[C@@H]1CN([C@H](C)CO)C(=O)c2cc(NS(=O)(=O)c3cn(C)cn3)ccc2O[C@H]1CN(C)Cc1ccc2c(c1)OCO2
→ 1.5	-6.8	.	-66.8	4.0	-1.2	.	2.1
Cc1ccc2c(c1)sc(=NC(=O)C1CC1)n2C
→ -5.8	-57.1	-11.8	4.7	-82.0	-2.6	-129.6	1.4
O=C(NCC1CCCO1)c1cc(S(=O)(=O)N2CCCC2)c(Cl)cc1Cl (stereo unspecified)
→ 4.6	-15.2	-1.3	-3.5	7.9	0.3	-5.7	7.1
O=C(N/N=C/c1cccn1-c1ccccc1)c1ccncc1
→ .	-33.1	.	1.0	-3.1	2.0	-5.2	.
CCOC(=O)C1(Cc2ccccc2C)CCCN(Cc2ccc(NC(C)=O)cc2)C1 (stereo unspecified)
→ 20.6	21.3	-19.9	6.5	-1.0	-3.1	-3.7	.
COCC(=O)N1CCCCN2[C@H](CO)[C@H](c3ccc(C#Cc4ccc(OC)cc4)cc3)[C@H]2C1
→ 0.8	-13.1	.	-6.1	.	1.9	-7.5	6.7
CC(C)(C)C(=O)CN1C2=NCCCN2c2ccccc21
→ .	-5.4	5.8	0.1	2.3	-2.5	6.7	3.7
COc1cccc(NC(=O)N2CC(=O)N3[C@H](CO)[C@@H](c4ccc(C#CC5CCCC5)cc4)[C@@H]3C2)c1
→ 1.0	11.7	-12.2	-13.0	.	0.5	15.5	.
O=C1/C(=C/c2ccc(O)cc2)CCc2ccc([N+](=O)[O-])cc21
→ .	-8.1	-1.9	13.2	9.5	0.7	-8.5	.
COc1ccc(S(=O)(=O)N(C)C[C@@H]2OCCCC[C@H](C)Oc3ccc(NC(=O)Nc4c(C)noc4C)cc3C(=O)N([C@H](C)CO)C[C@@H]2C)cc1
→ 5.4	-0.7	-10.6	-5.1	-3.7	-0.8	1.4	2.4
COc1cc(OC)cc(C(=O)NCC(=O)NCCN2C(=O)S/C(=C\c3ccccc3Cl)C2=O)c1
→ 21.4	5.1	-2.0	-3.1	-2.9	2.6	-6.7	6.9
N=C1C(c2nc(-c3ccc(Br)cc3)cs2)=C(O)CN1NC(=O)c1ccc([N+](=O)[O-])cc1
→ 0.2	15.2	-5.8	-2.4	-5.2	1.2	2.4	.
COc1ccc(CN(C)C[C@@H]2Oc3ccc(NC(=O)Nc4ccccc4)cc3C(=O)N([C@H](C)CO)C[C@H]2C)cc1
→ -2.7	-17.8	.	1.3	-0.6	-5.1	.	7.4
Cc1ccc(-n2c(C)nnc2SCC(=O)NC2CCCC2)cc1
→ 3.9	14.0	0.6	-6.2	-0.4	2.3	-3.9	1.4

(next part)
Second line of a record: PGC1a acetyl inh	LGR2 inh	FN deposition inh	S100A4 inh HTS	EWS-Fli inh	ERAP1 HTS inh	PAX8 inh HTS	PglD DTNB
O=C(CC1S/C(=N/N=C2CCCCCC2)NC1=O)Nc1ccccc1C(F)(F)F (stereo unspecified)
→ .	-0.4	-4.5	-5.8	5.7	0.7	5.7	-1.0
[O-][n+]1cccc(C(O)c2ccccc2)c1 (stereo unspecified)
→ -1.6	32.2	7.8	-0.5	10.5	-2.3	6.5	2.5
CCOCCCNc1nc2nc3ccc(C)cn3c(=O)c2cc1C(=O)NCC1CCCO1 (stereo unspecified)
→ -6.0	-11.0	1.9	-6.0	8.1	57.3*	-27.6	.
COc1cccc(OC)c1NC(=O)c1ccc(-c2cc(Cl)ccc2Cl)o1
→ .	-8.2	13.4	-1.9	1.1	0.4	-4.7	3.0
C[C@@H]1CN([C@H](C)CO)C(=O)Cc2cc(NC(=O)Nc3ccc(C(F)(F)F)cc3)ccc2O[C@@H]1CN(C)S(=O)(=O)c1ccccc1
→ 0.7	7.2	.	-12.1	-4.7	-2.9	8.4	.
CCOC(=O)C1(S(=O)(=O)c2ccc(Cl)cc2)CCN(Cc2ccc(Cl)cc2)CC1
→ 11.4	.	0.7	.	.	.	37.6	5.5
Cc1ncc([N+](=O)[O-])n1CC(=O)Nc1ccccc1
→ 1.3	-17.2	12.5	-3.0	-8.2	5.0	5.1	.
C[C@@H]1CN([C@@H](C)CO)C(=O)c2cc(Br)cnc2O[C@H]1CN(C)C(=O)Nc1ccccc1
→ 0.2&7.1&7.2	-16.2	0.8&-7.7	-7.6&0.7&-6.8	4.9&-3.2&-9.0	1.1&-0.5&0.6	0.1	1.3&3.7&-3.9
C=CCn1c(Sc2ncc([N+](=O)[O-])s2)n[nH]c1=O
→ 4.2	5.8	-2.3	1.1	36.9	.	41.0	1.5
O=C(C(=O)N1CCN(c2ccccc2)CC1)c1c[nH]c2ccccc12
→ 0.6	-4.6	4.4	0.5	-11.4	-2.9	-0.7	.
CC1CCCCC1NC(=O)c1nn(C)c2c1CS(=O)(=O)c1ccccc1-2 (stereo unspecified)
→ 10.3	-11.8	6.9	2.3	-15.7	0.2	15.9	3.2
CC(=O)c1c(C(=O)O)[nH]c(C(=O)O)c1C
→ 3.3	.	-0.1	-1.1	11.0	9.8	-22.2	.
C[C@@H]1CN([C@@H](C)CO)S(=O)(=O)c2ccc(C#CC3CCCCC3)cc2O[C@H]1CN(C)C(=O)Cc1ccncc1
→ 11.1	14.3	.	-35.7	20.4	1.0	.	0.4
O=C(c1ccccc1NS(=O)(=O)c1ccc(Br)cc1)N1CCOCC1
→ 5.8	-0.6	-2.5	-2.5	-6.8	-3.5	.	3.4
C[C@@H]1CN([C@@H](C)CO)C(=O)CCCn2nncc2CO[C@H]1CN(C)C(=O)Nc1ccc(N2CCN(C)CC2)cc1
→ -0.6&-3.3	3.5&9.2	-16.2&12.4	-19.3&15.5	-10.5&5.3&0.5	0.3&-0.6	10.2&-4.8&-7.2	-2.4
COc1ccccc1S(=O)(=O)Cc1ccc(C(=O)N2CCOCC2)o1
→ -7.1	-7.4	-3.4	11.1	-0.6	.	3.7	-3.0
C[C@H]1CN([C@@H](C)CO)C(=O)c2cc(C#Cc3ccccn3)cnc2O[C@H]1CN(C)Cc1ccncc1
→ -2.2	1.3	3.3	23.7	13.0	8.8	.	2.7
COc1ccc(OCc2nnc(SCC(=O)Nc3ccc(C)cc3)o2)cc1
→ -0.8	-8.9	-2.4	-1.9	0.3	-0.4	4.1	1.2
CCCC#Cc1cnc2c(c1)C(=O)N([C@H](C)CO)C[C@H](C)[C@H](CN(C)Cc1ccc(C(=O)O)cc1)O2
→ 11.2	5.4	-10.5	2.4	-8.9	10.4	.	1.5
COc1ccc(S(=O)(=O)Nc2ccc3c(c2)C(=O)N([C@@H](C)CO)C[C@@H](C)[C@@H](CN(C)Cc2ccncc2)O3)cc1
→ 0.4	1.8	-35.1	5.9	1.1	-5.2	3.2	-0.3
Cc1noc(C)c1NC(=O)Nc1ccc2c(c1)C(=O)N([C@H](C)CO)C[C@H](C)[C@H](CN(C)C(=O)NC(C)C)O2
→ 9.6	4.0	-18.3	-1.1	-6.5	1.7	.	-1.4
COCC(=O)N1C[C@H](C)[C@H](OC)CN(C)C(=O)c2ccc(NC(=O)Nc3cccc(F)c3)cc2OC[C@H]1C
→ 5.3	-1.4	-7.0	.	-22.4	.	.	.
CC(=O)Nc1cc2c(cc1Cl)-c1ccccc1C2O (stereo unspecified)
→ -4.9	4.4	0.8	1.6	4.0	-0.1	-2.5	-4.7
O=C(CCNS(=O)(=O)c1ccc(Br)cc1)NCCc1ccccc1
→ 7.2	3.3	3.9	-0.4	.	-4.0	-8.7	-3.3
COc1ccc(S(=O)(=O)NCC(=O)N(CC(=O)NCC2CCCO2)Cc2ccccc2)cc1 (stereo unspecified)
→ .	7.4	0.3	3.1	-14.0	-3.9	-6.9	-4.9
O=C(CN1CCN(C(=O)c2ccco2)CC1)Nc1ccc(Cl)c(S(=O)(=O)N2CCOCC2)c1
→ -5.3	.	11.2	0.7	-19.2	-2.7	25.3	.
